Assay outcomes as filed in PubChem BioAssay.
Tb PYK inh = inhibitors of Trypanosoma brucei pyruvate kinase; Q57TT1; actives 0.12% (n = 410,000); TbPYK enzyme, Kinase-Glo Plus ATP luminescence, 45 min; AID 624173; Potency, µM (series often up to 76.8 µM), inactives show top-dose activity, negative = inhibition, hits mostly inhibitors; also: potency is read from the fitted curve at half-maximal effect; % is scaled to controls: 0 for no effect and ±100 for the full control effect; nearly all actives have a fitted effect of over 50% in size
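Quantitative HTS: titrated library compounds versus trypanosomal pyruvate kinase in TEA buffer (pH 7.2) containing KCl, MgCl2, BSA and Tween-20. Reactions were initiated with ADP, 130 uM final. Kinase-Glo Plus luminescence was read after 45 min at RT.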
AmpC inh no detg = inhibitors of E. coli AmpC beta-lactamase without detergent; P00811; AmpC nitrocefin hydrolysis, absorbance 480 nm, 0.0001% Triton; Potency, µM (doses to about 57.1 µM), without a hit: at the top dose activity change, negative = inhibition, most hits filed as inhibitors; actives 0.52% (n = 330,000); AID 485341;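 also: potency is read from the fitted curve at half-maximal effect; plate controls were no compound for no effect and no enzyme for full effect; nearly all actives have a fitted effect of over 20% in size; some results filed as inactive show a strong effect at the top dose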
Target sequence (P00811 whole entry, looked up): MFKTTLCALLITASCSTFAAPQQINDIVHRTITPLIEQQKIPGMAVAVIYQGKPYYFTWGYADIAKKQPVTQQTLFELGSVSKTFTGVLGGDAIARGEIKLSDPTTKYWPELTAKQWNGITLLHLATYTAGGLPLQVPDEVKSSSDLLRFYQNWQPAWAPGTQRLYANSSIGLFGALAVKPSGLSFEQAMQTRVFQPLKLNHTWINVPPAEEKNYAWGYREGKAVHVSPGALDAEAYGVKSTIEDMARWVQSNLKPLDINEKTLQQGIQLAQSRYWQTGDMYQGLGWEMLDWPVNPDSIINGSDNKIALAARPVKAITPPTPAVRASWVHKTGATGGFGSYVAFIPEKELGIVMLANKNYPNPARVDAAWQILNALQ
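AmpC (5.3 nM in the dispensed reagent) in 20 mM phosphate pH 7.0 with 0.01% (detergent screen) or 0.0001% Triton X-100 was preincubated with compounds for 15 min at room temperature. Nitrocefin was then added from an 800 uM solution, and hydrolysis was followed at 480 nm.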
LmPK inh = blocks Leishmania mexicana pyruvate kinase activity. Q27686. purified LmPK, Kinase-Glo ATP luminescence, 1 h. Potency, µM (top dose mostly 57.5 µM), without a hit: at the highest dose activity change, negative = inhibition, actives largely listed as inhibitors. actives 0.37% (n = 290,000); also: potency is read from the fitted curve at half-maximal effect; % is scaled to controls: 0 for no effect and ±100 for the full control effect
Target sequence (Q27686 whole entry, looked up): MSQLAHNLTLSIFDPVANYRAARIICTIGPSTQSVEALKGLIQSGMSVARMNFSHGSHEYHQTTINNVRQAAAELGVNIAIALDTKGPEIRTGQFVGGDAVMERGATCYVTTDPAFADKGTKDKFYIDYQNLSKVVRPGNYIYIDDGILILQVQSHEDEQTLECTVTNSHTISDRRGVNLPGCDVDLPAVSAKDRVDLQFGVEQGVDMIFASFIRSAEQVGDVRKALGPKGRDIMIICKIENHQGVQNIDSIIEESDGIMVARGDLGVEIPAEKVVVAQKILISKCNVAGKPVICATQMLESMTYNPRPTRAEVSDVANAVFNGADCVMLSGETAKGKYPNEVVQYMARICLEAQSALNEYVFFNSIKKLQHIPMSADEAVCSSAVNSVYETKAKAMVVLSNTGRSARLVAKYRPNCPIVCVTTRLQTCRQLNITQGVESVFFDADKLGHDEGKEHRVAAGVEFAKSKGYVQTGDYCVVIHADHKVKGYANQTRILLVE
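Kinase-Glo luminescence read after 1 h RT reaction of 0.1 nM LmPK with 0.5 mM PEP and 0.1 mM ADP. Activity scaled between uninhibited and enzyme-free controls.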
Pf growth 48h = inhibits P. falciparum growth in the first generation, 48 h | actives 5.9% (n = 310,000) | AID 504832 | P. falciparum luciferase growth in erythrocytes, 48 h | Potency, µM (top dose mostly 28.7 µM), for inactives: at the top dose activity change, negative = inhibition, actives largely listed as inhibitors; also: potency is read from the fitted curve at half-maximal effect; % is scaled to controls: 0 for no effect and ±100 for the full control effect
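In quantitative HTS format, infected erythrocytes bearing luciferase-reporter parasites were treated for a single generation at 37 C. Luminescence after adding detection reagent served as the growth measure.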
Pf growth 96h = P. falciparum growth inhibition at 96 hour, primary screen for plastid delayed-death inhibitors; actives 6.9% (n = 320,000); Potency, µM (doses to about 28.7 µM), for the others: top-dose activity change, negative = inhibition, hits mostly inhibitors; P. falciparum luciferase reporter growth, 96 h; also: potency is read from the fitted curve at half-maximal effect; % is scaled to controls: 0 for no effect and ±100 for the full control effect
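P. falciparum expressing integrated firefly luciferase grown in erythrocytes (2% hematocrit, 0.05% parasitemia final) with compounds for 96 hours at 37 C, 5% CO2. Growth inhibition read as loss of luminescence after adding luciferase detection reagent.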
Cycloheximide cs = counter-screen for Shiga toxin inhibitors: cycloheximide protein synthesis inhibition; max response, %; cell reporter, cycloheximide protein synthesis inhibition counterscreen; actives 12% (n = 300,000); in the data active = max response mostly above about 13%, no sharp cut-off; inactive = mostly below about 14%; also: read at 38.3 µM for the half of the compounds with a filed dose; 0% is about no effect
Shiga toxin inh = Shiga toxin inhibition; Vero cells, Shiga toxin protein synthesis inhibition reporter; inhibition, % at 38.7 µM; actives 9.2% (n = 290,000); AID 2315; in the data active = inhibition mostly above about 28%, no sharp cut-off; inactive = mostly below about 43%; also: 0% is about no effect
Starred values were filed as active, the others as inactive; u = inconclusive; x = no result given; [ ] = remark or other dose. Unless noted, calls follow the shape of the dose curve; as a rule, active = well fitted curve in the direction sought with a large enough effect; inconclusive = small, poorly fitted or top-dose-only effect, or another doubt; inactive = no such curve, though single readings can be large; an effect the other way counts as inactive or inconclusive.

1. CCOC(=O)c1[nH]c(C)c(C(=O)OCC(=O)N2CC(=O)Nc3ccccc32)c1C
2. Cc1ccccc1NC(=O)CCNS(=O)(=O)c1cccc2nsnc12
3. CN(CCNC(=O)c1cn(C)c2ccc(S(=O)(=O)N3CCCC3)cc2c1=O)CCc1ccccc1
4. CN(C)S(=O)(=O)c1ccc(C(=O)OCc2ccc(C#N)cc2)cc1
5. CC(=O)N(c1cccc(Cl)c1)c1nc(C)cc(C)c1C#N
6. COc1ccc(C(=O)NCCNc2nc3c(C)cccc3cc2C#N)cc1OC
assay / compound	1	2	3	4	5	6
Pf growth 48h	u	-22%	10%	1%	9%	-10%
Pf growth 96h	9.3µM*	15%	u	x	11%	u
Shiga toxin inh	26	-11	29	-3	24	-7
LmPK inh	0%	-3%	-2%	1%	-1%	-3%
AmpC inh no detg	-9%	-6%	-14%	-29%	24%	103%[activator]
Tb PYK inh	1%	0%	6%	1%	10%	-1%
Cycloheximide cs	-2	-2	-4	-3	-1	-4

7. Cc1cc(CN2CCN(CC(=O)Nc3cc(C(F)(F)F)ccc3-n3cncn3)CC2)no1
8. O=C(NCc1cccnc1)c1sc2cc(Cl)ccc2c1Cl
9. CCC12CSc3nc(Cl)ccc3N1C(=O)C(=O)N2C (centres undefined)
10. CC(=O)OCC(=O)c1ccc2ccn(C(C)=O)c2c1
11. COc1ccccc1-c1ccc(=O)n(CC(=O)NC2CCc3ccccc32)n1 (centres undefined)
12. CCOC(=O)c1ccc(NC(=S)NCCCN2CCCCC2)cc1
assay / compound	7	8	9	10	11	12
Pf growth 48h	10µM*	4%	1%	4%	-64%	-26%
Pf growth 96h	4.1µM*	104%[activator]	-5%	10µM*	u	0%
Shiga toxin inh	x	-20	11	32	-13	-14
LmPK inh	x	1%	-9%	-2%	1%	2%
AmpC inh no detg	92%[activator]	8%	-17%	-3%	161%[activator]	-16%
Tb PYK inh	-2%	-10%	1%	10%	1%	-10%
Cycloheximide cs	x	0	8	25*	-2	-4

13. CCn1c(SC)nnc1C1CCCN(CC(=O)Nc2ccccc2N2CCOCC2)C1 (centres undefined)
14. CCOc1ccc(CCNC(=O)CN2CCN(Cc3ccccc3F)C2=O)cc1OCC
15. CN(C)S(=O)(=O)c1cccc(C(=O)OCC(=O)c2c(N)n(C)c(=O)n(C)c2=O)c1
16. Cc1ccccc1S(=O)(=O)Cc1ccc(C(=O)NC(C)c2ccccc2)o1 (centres undefined)
17. CC1Cc2ccccc2N1C(=O)/C=C/c1cccc(F)c1 (centres undefined)
18. Cc1ccc(C(=O)ONc2ccc(N=NC(=O)c3ccccc3O)cc2)cc1
assay / compound	13	14	15	16	17	18
Pf growth 48h	-24%	u	-4%	-14%	251%[activator]	x
Pf growth 96h	2%	1.5µM*	-8%	u	293%[activator]	32%[activator]
Shiga toxin inh	-2	-4	-4	-7	87*	11
LmPK inh	-2%	-4%	5%	-2%	-17%	-17%
AmpC inh no detg	67%[activator]	49%	5%	5%	-20%[11.4 µM]	-21%
Tb PYK inh	0%	-3%	-2%	3%	2%	-3%
Cycloheximide cs	-1	-3	1	5	45*	1

19. CC1CN(C)C(C)CC1NCc1ccc2c(c1)OCO2 (centres undefined)
20. O=S(=O)(c1ccccc1C(F)(F)F)N1C=CC(C(F)(F)F)=NCC1
21. CCCCCCn1c(N2CCN(c3cccc(Cl)c3)CC2)nc2c1c(=O)[nH]c(=O)n2C
22. CCOC(=O)C1CCCN(S(=O)(=O)c2ccc(S(=O)(=O)N3CCCC3)cc2)C1 (centres undefined)
23. Cc1cccc(OC(C)C(=O)Nc2cc(S(=O)(=O)N3CCCCC3)ccc2C)c1 (centres undefined)
24. COc1ccc(-n2c(SCC(=O)Nc3nc(C)cs3)nnc2-c2ccoc2C)cc1
assay / compound	19	20	21	22	23	24
Pf growth 48h	-2%	27%	u	u	9.3µM*	5.9µM*
Pf growth 96h	x	25%	u	-16%	u	3%
Shiga toxin inh	-12	5	-13	x	x	13
LmPK inh	-1%	1%	1%	x	x	9%
AmpC inh no detg	-21%	-4%	-1%	-10%	0%	0%
Tb PYK inh	-16%	1%	-19%	2%	5%	3%
Cycloheximide cs	-2	1	-6	x	x	0

25. CS(=O)(=O)N(CC(=O)Nc1ccccc1-c1ccccc1)c1ccccc1
26. COC(=O)c1ccc(C)c(NC(=O)CN(c2ccccc2)S(=O)(=O)N(C)C)c1
27. CC(=O)N1CCc2cc(S(=O)(=O)CCC(=O)N(C)Cc3ccco3)ccc21
28. O=C(Nc1ccccc1O)N1c2ccccc2Sc2ccccc21
29. CCC(=O)O[C@@H](OP(=O)(CCCCc1ccccc1)CC(=O)N1C[C@H](C2CCCCC2)C[C@H]1C(=O)O)C(C)C (some centres undefined)
30. COc1cccc2cc(C(=O)NNC(=O)c3ccc(Br)cc3)c(=O)oc12
assay / compound	25	26	27	28	29	30
Pf growth 48h	-2%	-6%	-22%	25%	-10%	5%
Pf growth 96h	u	u	8%	14%	5.4µM*	u
Shiga toxin inh	-4	-14	-20	-6	x	12
LmPK inh	-1%	1%	-2%	6%	x	-4%
AmpC inh no detg	37%	-11%	-8%	u	x	-30%
Tb PYK inh	5%	0%	-3%	-1%	4%	1%
Cycloheximide cs	-5	-3	10	-2	x	-1

Fetched by compound from the list above:
27. CC(=O)N1CCc2cc(S(=O)(=O)CCC(=O)N(C)Cc3ccco3)ccc21
26. COC(=O)c1ccc(C)c(NC(=O)CN(c2ccccc2)S(=O)(=O)N(C)C)c1
28. O=C(Nc1ccccc1O)N1c2ccccc2Sc2ccccc21
29. CCC(=O)O[C@@H](OP(=O)(CCCCc1ccccc1)CC(=O)N1C[C@H](C2CCCCC2)C[C@H]1C(=O)O)C(C)C (some centres undefined)
25. CS(=O)(=O)N(CC(=O)Nc1ccccc1-c1ccccc1)c1ccccc1
assay / compound	27	26	28	29	25
Pf growth 48h	-22%	-6%	25%	-10%	-2%
Pf growth 96h	8%	u	14%	5.4µM*	u
Shiga toxin inh	-20	-14	-6	x	-4
LmPK inh	-2%	1%	6%	x	-1%
AmpC inh no detg	-8%	-11%	u	x	37%
Tb PYK inh	-3%	0%	-1%	4%	5%
Cycloheximide cs	10	-3	-2	x	-5

Next part.
31. COc1ccc(OC)c(N=c2oc3c(OC)cccc3cc2C(=O)NCc2ccco2)c1
32. Cc1cc(NC(=O)Cn2nc(C)c([N+](=O)[O-])c2C)no1
33. O=C1CC(=C(c2ccccc2)c2ccccc2)C(=O)N1CCCCN1CCN(c2ccccc2)CC1
34. CCOC(=O)c1c(C)[nH]c(C(=O)N2CCN(C(=O)OCC)CC2)c1C
35. Cc1c(NC(=O)C(C)OC(=O)c2nc(Cl)ccc2Cl)c(=O)n(-c2ccccc2)n1C (centres undefined)
36. CCCN1CCN(CCCNC(=O)Cn2ncc3c4ccccc4n(C)c3c2=O)CC1
assay / compound	31	32	33	34	35	36
Pf growth 48h	8%	13%	x	16%	12%	-8%
Pf growth 96h	18%	8%	3.3µM*	19%	-4%	-74%
Shiga toxin inh	54	23	-13	-15	-6	4
LmPK inh	1%	6%	5%	4%	0%	3%
AmpC inh no detg	-15%	25%	96%[activator]	8%	-12%	3%
Tb PYK inh	x	-2%	3%	-8%	2%	-2%
Cycloheximide cs	-1	-8	-2	-3	-1	-3

37. COc1ccc(C2=NS(=O)(=O)N(C)C(C(=O)NCc3ccc4c(c3)OCO4)=C2)cc1OC
38. O=[N+]([O-])c1ccc(Oc2cccc(C(F)(F)F)c2)nc1
39. C#CCOCCOCCOCCNc1nc(N2CCOCC2)nc(N2CCN(C(=O)[C@H](Cc3cc4ccccc4[nH]3)n3cc([C@@H](N)C(C)CC)nn3)CC2)n1 (some centres undefined)
40. CC(NC(=O)C1CCCO1)c1ccccc1 (centres undefined)
41. COc1ccc(Nc2nc(N)c(C(=O)c3ccc(F)cc3)s2)cc1
42. O=C(C1CC1)N1CCc2cc(Br)cc(S(=O)(=O)N3CCOCC3)c21
assay / compound	37	38	39	40	41	42
Pf growth 48h	-29%	3%	u	x	u	5.2µM*
Pf growth 96h	8%	14%	2.9µM*	22%	u	37%[activator]
Shiga toxin inh	-3	12	-8	1	27	12
LmPK inh	-5%	-8%	5%	6%	-6%	5%
AmpC inh no detg	53%	-21%	202%[activator]	-6%	-28%	4%
Tb PYK inh	1%	-9%	-2%	5%	-4%	-4%
Cycloheximide cs	1	-2	9	-1	12	-1

43. COc1ccc(OC)c(S(=O)(=O)n2ccnc2C(C)C)c1
44. O=C(COC(=O)c1ccccc1[N+](=O)[O-])NC(=O)c1ccccc1
45. N#Cc1c(Nc2ccccc2)sc(C(=O)C2CC2)c1N
46. CCOC(=O)CC1Sc2ccccc2NC1=S (centres undefined)
47. CCO[C@H]1OC(C(=O)N2CCN(C)CC2)=C[C@@H](C)[C@@H]1CCCO
48. COc1ccc(OCC(O)COc2ccc(OC)cc2)cc1
assay / compound	43	44	45	46	47	48
Pf growth 48h	6%	0%	26%	u	46%[activator]	7%
Pf growth 96h	0%	27%	0%	-18%	59%[activator]	10%
Shiga toxin inh	x	x	12	16	18	-8
LmPK inh	0%	x	5%	4%	1%	-9%
AmpC inh no detg	2%	-27%	-25%	-33%	3%	16%
Tb PYK inh	3%	1%	1%	0%	1%	-9%
Cycloheximide cs	-3	x	5	4	1	1

Whole records, quoted from the list. Values in the order: Pf growth 48h	Pf growth 96h	Shiga toxin inh	LmPK inh	AmpC inh no detg	Tb PYK inh	Cycloheximide cs
O=C1CC(=C(c2ccccc2)c2ccccc2)C(=O)N1CCCCN1CCN(c2ccccc2)CC1 across the screens: x	3.3µM*	-13	5%	96%[activator]	3%	-2
CC(NC(=O)C1CCCO1)c1ccccc1 (centres undefined) across the screens: x	22%	1	6%	-6%	5%	-1

Remaining list, next part
49. CN(C(=O)CCN1C(=O)C(C)(C)Nc2ccccc21)c1ccccc1
50. CC1(C)Cc2c(sc3nc4n(-c5ccccc5)c(=O)c(CCC(=O)O)nn4c(=O)c23)CO1
51. COC(=O)C1=C(C)NC(=O)CC1c1ccccc1F (centres undefined)
52. CCOC(=O)c1ccc(NC(=S)N(CCN(C)C)Cc2cccs2)cc1
53. COc1ccc(-c2[nH]ncc2C2N=C(N)Nc3nc4ccccc4n32)cc1 (centres undefined)
54. CCOc1ccc(N(C)C(=O)CCc2nnc3ccc(N4CCCC4)nn23)cc1
55. COC(=O)c1cccc(NC2CC(=O)N(c3ccc(OC)c(OC)c3)C2=O)c1 (centres undefined)
assay / compound	49	50	51	52	53	54	55
Pf growth 48h	u	-12%	-3%	-24%	u	u	u
Pf growth 96h	u	12%	2%	-7%	4%	u	x
Shiga toxin inh	-10	10	-14	-8	-14	7	-4
LmPK inh	-8%	-5%	2%	6%	3%	1%	0%
AmpC inh no detg	-3%	-14%	-6%	45%	-24%	31%	-5%
Tb PYK inh	3%	-12%	5%	-3%	-15%	0%	-4%
Cycloheximide cs	-1	3	-4	-2	-2	-3	-2
